ELG1 genotox = induces genotoxicity in HEK293T cells with luciferase-tagged ELG1 | Potency, µM (doses to about 46 µM), for the others: at the highest dose activity change, positive = activation, actives largely listed as activators | HEK293T ELG1-luciferase reporter, luminescence, 16 h | hit rate 1.3% among 330,000 | AID 504466; also: potency is read from the fitted curve at half-maximal effect; % of control where 0% means no effect; nearly all actives have a fitted effect of over 60% in size
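Reporter readout depends on ELG1 protein level, which increases with genetic stress. After 16 hr compound exposure at 37 °C, luciferase activity was quantified using ONE-Glo.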
p53 reactivator = re-activators of mutant p53; H1299 p53-A138V BP100-luciferase reporter, luminescence, 24 h; Potency, µM (series often up to 92.2 µM), without a hit: at the top dose activity change, positive = activation, most hits filed as activators; AID 504706; hit rate 0.063% among 320,000; also: potency is read from the fitted curve at half-maximal effect; % of control where 0% means no effect; nearly all actives have a fitted effect of over 45% in size
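H1299 (p53-null), stable ts p53-A138V + BP100-Luc; 1000 cells/well, Opti-MEM/10% FBS; cpd 4 pt, 1:5; 24 h, 37 deg C, 5% CO2; detection reagent 10 min RT; luminescence.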
ASM inhibitor = blocks human secretory acid sphingomyelinase | P17405 | hit rate 0.006% among 340,000 | Potency, µM (highest dose often 57.5 µM), inactives show at the highest dose activity change, negative = inhibition, usual class: inhibitors | placental ASM, HMU-PC fluorogenic substrate, 60 min | AID 504937; also: potency is read from the fitted curve at half-maximal effect
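qHTS format. ASM enzyme prepared from human placenta hydrolyses the fluorogenic substrate HMU-PC0 (9 uM final) over 60 min at 37 °C after a 10 min compound preincubation.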
B2AR arrestin = beta2AR (human) beta-arrestin recruitment activity; P07550; beta-arrestin recruitment to beta2AR, cell-based reporter; Potency, µM (series often up to 46.1 µM), without a hit: top-dose activation, hits mostly activators; hit rate 0.02% among 330,000;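 also: potency is read from the fitted curve at half-maximal effect; 0% = DMSO controls and full agonism = EC100 isoproterenol or metaproterenol; nearly all actives have a fitted effect of over 65% in size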
USP2a block = inhibitors of human ubiquitin-specific protease USP2a; USP2 core, Ub-CHOP2 coupled fluorogenic reporter, 485/531; hit rate 0.01% among 330,000; AID 463254; O75604; Potency, µM (doses to about 38.3 µM), for inactives: at the highest dose activity change, negative = inhibition, usual class: inhibitors;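 also: potency is read from the fitted curve at half-maximal effect; plate controls were DMSO wells for no effect and full inhibition by NEM control for full effect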
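Cell-free coupled assay: 10nM USP2 core preincubated 30min RT with compound in Tris-HCl pH 8.0/CaCl2/CHAPS buffer, then 25nM Ub-CHOP2 and 25nM reporter substrate; fluorescence (Ex 485/Em 531) read after 60min RT, normalized to NEM inhibition, concentration-response curves fitted.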
BRCA1 expr up = increases BRCA1 expression | Potency, µM (highest dose often 46.1 µM), for the others: top-dose activation, actives largely listed as activators | MCF7-BRCA1-FFLuc reporter, luminescence, 48 h; response scale: scaled: vehicle 0%, 10 µM genistein 100% | AID 624202 | hit rate 1.1% among 380,000; also: potency is read from the fitted curve at half-maximal effect; nearly all actives have a fitted effect of over 80% in size; some results filed as inactive show a strong effect at the top dose
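Luminescence from a BRCA1-driven firefly luciferase in MCF7 cells was read after 48 h compound exposure at 37 C. Data normalized against DMSO and a 10microM genistein activation control, then curve-fitted across the titration.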
TRPV1 ag = agonists of human vanilloid receptor 1 (TRPV1) | Q8NER1 | TRPV1-expressing cells, Fluo-8 calcium influx, agonist mode | activation, % at 8.33 µM | hit rate 0.19% among 320,000 | AID 540275; in the data active = activation above about 80%; inconclusive = between about 30% and that limit; also: 0% is about no effect
Target sequence (Q8NER1 whole entry, looked up): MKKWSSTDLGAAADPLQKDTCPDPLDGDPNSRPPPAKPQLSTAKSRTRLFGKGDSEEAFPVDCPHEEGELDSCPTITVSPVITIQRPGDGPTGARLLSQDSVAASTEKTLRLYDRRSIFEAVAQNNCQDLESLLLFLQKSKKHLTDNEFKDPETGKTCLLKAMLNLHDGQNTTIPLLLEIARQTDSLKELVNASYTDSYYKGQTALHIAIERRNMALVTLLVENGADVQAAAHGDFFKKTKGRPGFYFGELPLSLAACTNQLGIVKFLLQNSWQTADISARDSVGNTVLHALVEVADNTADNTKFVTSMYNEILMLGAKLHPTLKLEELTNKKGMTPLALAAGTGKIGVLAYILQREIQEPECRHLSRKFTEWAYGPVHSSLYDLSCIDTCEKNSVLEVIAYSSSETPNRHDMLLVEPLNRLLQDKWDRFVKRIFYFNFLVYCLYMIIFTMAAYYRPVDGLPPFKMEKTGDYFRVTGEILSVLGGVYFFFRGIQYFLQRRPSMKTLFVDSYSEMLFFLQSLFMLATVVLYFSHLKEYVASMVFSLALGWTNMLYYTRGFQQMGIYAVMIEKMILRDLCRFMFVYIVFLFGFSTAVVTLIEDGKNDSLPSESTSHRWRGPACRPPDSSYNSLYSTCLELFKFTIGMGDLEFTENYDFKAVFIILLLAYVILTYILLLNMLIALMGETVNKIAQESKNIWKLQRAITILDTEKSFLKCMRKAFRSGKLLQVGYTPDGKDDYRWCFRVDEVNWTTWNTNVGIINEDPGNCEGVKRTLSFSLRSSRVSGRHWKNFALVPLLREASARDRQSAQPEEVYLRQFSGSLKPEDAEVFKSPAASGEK
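TRPV1-expressing cells were cultured overnight at 35.5C and loaded with Fluo-8 calcium dye for 40 to 90 min at room temperature. After a 10 s baseline, compound was added and calcium influx was read kinetically for 3 min (ex 480/em 520 nm).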
Eya2 phos inh = Eya2 (human) phosphatase inhibition; O00167; recombinant Eya2, OMFP fluorescence dephosphorylation (OMFP is methylfluorescein phosphate); Potency, µM (doses to about 76.9 µM), inactives show at the top dose activity, negative = inhibition, most hits filed as inhibitors; hit rate 0.006% among 330,000; AID 488837; also: potency is read from the fitted curve at half-maximal effect; % is scaled to controls: 0 for no effect and ±100 for the full control effect
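Eya2 (0.2 uM) preincubated 10 min at ambient with compound, then OMFP substrate added at 50 uM; 10 min reaction in 50 mM HEPES pH 7.5, 50 mM NaCl, 5 uM MgCl2, 0.05% BSA, 1 mM DTT. Fluorescence read at Ex 485/Em 525 nm.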
a7 integrin act = integrin-mediated muscular dystrophy alleviation activation; alpha7betagal myoblasts, beta-gal FDG fluorescence, 48 h; Potency, µM (highest dose often 38.3 µM), for the others: at the top dose activation, hits mostly activators; hit rate 0.064% among 350,000; AID 624291;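 also: potency is read from the fitted curve at half-maximal effect; 100% = response of the positive control SU9516; nearly all actives have a fitted effect of over 60% in size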
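alpha7betagal+/- myoblasts (passage 13, 250/well) treated 48 h at 37C with compounds at 1:260 dilution of DMSO stock. Lysed, then beta-galactosidase activity read as FDG fluorescence (ex 480/em 540) after 30 min, with pre-read for autofluorescence.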
PTAP TSG101 blk = blocks PTAP/TSG101 interaction to inhibit HIV-1 budding; Q99816; Fluorescence polarization, FITC-PTAP peptide / Tsg101 binding; Potency, µM (doses to about 115 µM), inactives show at the highest dose activity change, negative = inhibition, hits mostly inhibitors; 340,000 tested, under 10 active; AID 493005; active = well fitted inhibition curve with a large enough effect in the main read-out, with a control signal flat, not every such curve was filed as active; inconclusive = small, poorly fitted or top-dose-only effect, or effect the other way, or a change in a side signal; inactive = no such curve, though single readings can be large or run the other way; also: potency is read from the fitted curve at half-maximal effect; % of control where 0% means no effect
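Compounds were pin-transferred onto Tsg101 binding domain (10 uM final) in HEPES pH 7.5 buffer, then FITC-PTAP peptide was added at 50 nM final. After 20 min at RT, polarization reported peptide displacement across a qHTS concentration series.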
uPA generation = inhibitors of cell surface uPA generation. cell surface uPA generation assay, qHTS. Potency, µM (titrated, usually from 38.3 µM), for the others: top-dose activity change, negative = inhibition, most hits filed as inhibitors. hit rate 0.31% among 330,000. AID 540303; active = well fitted inhibition curve with a large enough effect; inconclusive = small, poorly fitted or top-dose-only effect; inactive = no such curve, though single readings can be large or run the other way; tested in mouse RAW 264.7 cells; also: potency is read from the fitted curve at half-maximal effect; % is scaled to controls: 0 for no effect and ±100 for the full control effect; nearly all actives have a fitted effect of over 55% in size
* marks the source's active call; other numbers are inactive results; ? = inconclusive; / = not tested or not shown; [ ] = dose if it differs, or a comment. Unless noted, calls follow the shape of the dose curve; as a rule, active = well fitted curve in the direction sought with a large enough effect; inconclusive = small, poorly fitted or top-dose-only effect, or another doubt; inactive = no such curve, though single readings can be large; an effect the other way counts as inactive or inconclusive.

Sequence of screens – p53 reactivator	Eya2 phos inh	PTAP TSG101 blk	ELG1 genotox	uPA generation	USP2a block	B2AR arrestin	a7 integrin act	BRCA1 expr up	TRPV1 ag	ASM inhibitor
[1] CCc1[nH]nc2c1C(c1cccc(OC(=O)N3CCOCC3)c1)C(C#N)=C(N)O2 (stereo not given)
    0%	3%	-3%	-9%	1%	0%	-0.2%	16%	0%	-3	2%
[2] CCOC(=O)c1c(C)[nH]c(C(=O)CSc2nnc(C3CC3)n2N)c1C
    3%	5%	-5%	2%	0%	0%	0.1%	0%	42%	2	-2%
[3] CN(C)S(=O)(=O)c1ccc(NC(=O)c2ccccn2)cc1
    14%	-4%	-3%	?	-8%	1%	-0.2%	26%	?	?	1%
[4] CCN(C(=O)COC(=O)c1cccc(-n2cnnn2)c1)C1CCCCC1
    0%	-9%	-1%	0%	-2%	1%	-0.1%	11%	13%	6	3%
[5] CCCS(=O)(=O)c1c(S(=O)(=O)CCC)c2c(N)cccn2c1C(=O)c1ccccc1
    -4%	10%	0%	-6%	/	1%	-0.9%	-9%	-21%	4	-2%
[6] O=C(CSc1ccc2nnc(-c3cccnc3)n2n1)Nc1ccccc1C(F)(F)F
    -6%	4%	-1%	0%	-2%	4%	-0.7%	2%	12%	-1	3%
[7] CC1CC(=O)Nc2ccc([N+](=O)[O-])cc2N1C (stereo not given)
    4%	-26%	0%	-3%	7%	1%	-0.4%	-12%	2%	-2	5%
[8] O=C(CNC(=O)c1ccco1)NCC(=O)OC(C(=O)c1ccccc1)c1ccc(Cl)cc1 (stereo not given)
    3%	-25%	-5%	0%	1%	0%	-0.3%	-3%	-7%	0	-4%
[9] O=C(COc1ccc2c(c1)OCO2)NC12CC3CC(CC(C3)C1)C2
    ?	5%	-2%	?	7%	-1%	0.3%	11%	45%	?	4%
[10] CC1CCCC(CC(=O)O)(CC(=O)O)C1 (stereo not given)
    10%	1%	-1%	-3%	6%	1%	0.4%	0%	3%	-2	2%
[11] CC(c1ccc(Br)cc1)N1CC23C=CC(O2)C(C(=O)O)C3C1=O (stereo not given)
    1%	-1%	-4%	2%	9%	2%	0.2%	12%	-18%	/	3%
[12] CN(C)/N=C1\CCS(=O)(=O)c2sccc21
    -9%	4%	-6%	0%	-3%	-2%	-0.9%	-23%	0%	-1	5%
[13] CCCS(=O)(=O)Nc1c(OC)ccc2c1c(C(=O)OCC)c(C)n2C
    8%	-5%	-1%	-3%	-2%	3%	0.4%	?	11%	10	2%
[14] CCc1ccc(OCC(=O)NC(=S)Nc2cccc(CO)c2)c(Br)c1
    ?	4%	-10%	?	-6%	0%	0.0%	2%	2%	-3	-1%
[15] O=C1CCC([N+](=O)[O-])C(c2ccc(-c3ccccc3)cc2)N1 (stereo not given)
    /	/	-6%	/	1%	/	/	?	-12%	/	1%
[16] O=C(Cc1c(O)c2ccccc2[nH]c1=O)NCc1ccc(F)cc1
    -1%	10%	1%	0%	4%	0%	-0.1%	18%	-1%	-1	0%
[17] CCc1ccc(Oc2cc(C)nc(N)n2)cc1
    ?	4%	-3%	?	-1%	3%	-1.4%	-6%	3.2µM*	2	0%
[18] O=Cc1ccc(-c2ccc([N+](=O)[O-])cc2Cl)o1
    -5%	-4%	-7%	-7%	-4%	-2%	0.2%	-15%	0%	4	-1%
[19] CC(=O)c1ccc(N2C(=O)CC(N3CCN(S(=O)(=O)c4cc(C)ccc4C)CC3)C2=O)cc1 (stereo not given)
    3%	6%	-4%	4%	0%	-1%	0.1%	-2%	-14%	/	-3%
[20] COCc1c(C(=O)OCC(=O)N2c3ccccc3NC(=O)C2(C)C)oc2ccccc12
    5%	11%	0%	1%	-3%	-1%	-0.3%	2%[7.66 µM]	-16%	-2	1%
[21] Cc1ccc(C)c(C(=O)COC(=O)c2cccc(N3C(=O)c4c(C)nc5ccccc5c4C3=O)c2)c1
    ?	-3%	0%	14%	-5%	1%	4.0%	15%	71%	0	-2%
[22] O=C(NC1CC2CCCC(C1)N2C(=O)NC1CCCCC1)c1ccc(F)cc1 (stereo not given)
    0%	7%	-5%	1%	2%	1%	0.0%	15%	1%	6	4%
[23] Cc1ccc(-n2cnn(-c3ccc([N+](=O)[O-])cc3[N+](=O)[O-])c2=O)cc1
    3%	2%	-3%	-5%	1%	1%	0.2%	-1%	26%	-9	-2%
[24] NS(=O)(=O)c1ccc2nc(NC(=O)C3CCCO3)sc2c1 (stereo not given)
    ?	2%	-7%	11%	-1%	-1%	-0.4%	7%	41%	1	6%
[25] COC(=O)CSc1nc2ccc(NC(C)=O)cc2s1
    -4%	-7%	-1%	2%	-1%	-2%	3.4%	24%	-24%	1	0%
[26] Cc1ccn2cc(CNS(=O)(=O)c3ccc4ccccc4c3)nc2c1
    -5%	3%	-1%	-10%	-1%	3%	-0.2%	-20%	1%	1	-5%
[27] O=C(c1ncc[nH]1)c1ccccc1C(=O)N1CCOCC1
    -3%	-9%	-2%	1%	/	-1%	0.0%	21%	3%	-1	2%
[28] CC1(C)Cc2ccccc2-c2n[nH]c(=S)n21
    -2%	-5%	-11%	-1%	-17%	-2%	?	22%	-5%	2	1%
[29] O=C(CSC1=NS(=O)(=O)c2cc(F)ccc2N1)Nc1ccccc1F
    5%	3%	-2%	-3%	4%	-2%	-0.8%	4%	27%	-5	5%
[30] O=C(CSc1nc(-c2cccs2)cc(C(F)(F)F)n1)Nc1cc(OCC(F)(F)F)cc([N+](=O)[O-])c1
    -5%	2%	0%	-1%	-1%	2%	0.3%	-15%	-65%	2	-4%

The listing continues:
Sequence of screens – p53 reactivator	Eya2 phos inh	PTAP TSG101 blk	ELG1 genotox	uPA generation	USP2a block	B2AR arrestin	a7 integrin act	BRCA1 expr up	TRPV1 ag	ASM inhibitor
[31] Cc1oc(-c2ccc(Cl)cc2)nc1CN1CCCC(C(=O)NCc2cccnc2)C1 (stereo not given)
    -7%	-20%	-10%	-9%	/	2%	-1.0%	-28%	-86%	1	-1%
[32] Cc1cc(NC(=O)Cn2nc(C(=O)O)c3ccccc3c2=O)ccc1Br
    1%	-10%	2%	2%	0%	0%	-1.0%	11%	-3%	2	-4%
[33] Cc1ccc(-c2nnc(SC(C)C#N)n2N)cc1 (stereo not given)
    -5%	8%	-3%	13%	1%	2%	-0.1%	-21%	12%	/	3%
[34] CCOC(=O)N1CCC(NC(=O)c2cc3c(-c4ccc(OC)c(OC)c4)nn(C)c3s2)CC1
    -9%	1%	-6%	-15%	-2%	-1%	0.2%	-4%	-5%	1	-17%
[35] CC(Oc1cccc2c1OC(C)(C)C2)C(=O)O (stereo not given)
    -1%	-11%	-3%	5%	8%	-2%	-1.0%	6%	2%	3	-2%
[36] O=C1CCCc2c1[nH]c1ccc(Cl)cc21
    -2%	-1%	-3%	5%	-2%	4%	-0.5%	-19%	-6%	0	1%
[37] CC(OC(=O)c1cc2sccc2n1C)C(=O)NCc1ccco1 (stereo not given)
    ?	1%	-5%	-5%	-3%	3%	0.3%	10%	-3%	2	2%
[38] CN1C(=O)COc2ccc(C(=O)c3oc4ccccc4c3-c3cnc4c(c3)COc3ccccc3-4)cc21
    -5%	-13%	/	-6%	/	3%	-0.8%	/	/	0	/
